Source: PubChem (several laboratories)
NOD2-RIPK2 inh = NOD2-RIPK2 protein interaction inhibition; AID 624267; inhibition, % at 4.98 µM; O43353; CHO BLA complementation NOD2-RIPK2, CCF4 ratio; 360,000 compounds, 0.38% hits; in the data active = inhibition above about 21%;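 note: 0% = vehicle only and 100% = reference blocker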
TLR9-MyD88 block = inhibitors of human TLR9-MyD88 binding; Q9NR96+Q99836; CHO BLA complementation TLR9-MyD88, CCF4 FRET ratio; 340,000 compounds, 0.21% hits; inhibition, % at 4.98 µM;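 active = inhibition above the mean over all tested compounds plus 3 SD, cut at about 21% in these data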;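 note: 0% = DMSO only wells and 100% = clavulanate BLA inhibitor control wells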
TWEAK-Fn14 inh = TWEAK-Fn14 signaling inhibition; TWEAK-stimulated Fn14 reporter cells, luciferase luminescence, 8 h; inhibition, % at 10 µM; 360,000 compounds, 2% hits; in the data active = inhibition above about 50%
NCOA2 inhibitor = human SRC2 (NCOA2) inhibition. inhibition, % at 9 µM. HEK293 GAL4-SRC2 luciferase reporter, luminescence. Q15596. AID 651957. 370,000 compounds, 0.17% hits;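 active = inhibition above the mean inhibition of all tested compounds plus 3 SD, set per campaign, cut at about 52% in these data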;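 note: 0% = DMSO treated cells and 100% = cells given Gossypol at 36 µM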
COUP-TFII inh = blocks human COUP-TFII nuclear receptor; P24468; HEK293T NGFI-A luciferase reporter, luminescence; inhibition, % at 8.6 µM; 370,000 compounds, 0.7% hits;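 active = inhibition above a per-plate cutoff, mean inhibition of test wells between control levels plus 3 SD, cut at about 38% in these data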;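 note: cells cotransfected with COUP-TFII expression vector driving the NGFI-A reporter; 0% = median of COUP-TF2 test wells and 100% = reporter-only cells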
Target sequence (P24468 whole entry, looked up): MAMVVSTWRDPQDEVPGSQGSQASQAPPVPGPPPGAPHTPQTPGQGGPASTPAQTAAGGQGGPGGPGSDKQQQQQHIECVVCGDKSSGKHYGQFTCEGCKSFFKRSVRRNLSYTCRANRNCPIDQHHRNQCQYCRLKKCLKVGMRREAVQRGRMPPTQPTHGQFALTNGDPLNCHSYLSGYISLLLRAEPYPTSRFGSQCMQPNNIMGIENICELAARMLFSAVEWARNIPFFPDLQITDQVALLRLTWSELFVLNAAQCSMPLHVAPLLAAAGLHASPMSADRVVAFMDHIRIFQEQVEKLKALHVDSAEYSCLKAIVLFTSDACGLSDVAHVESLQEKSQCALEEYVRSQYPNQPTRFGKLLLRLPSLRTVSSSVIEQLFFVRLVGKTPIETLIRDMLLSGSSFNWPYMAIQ
EBV LMP1 NFkB = inhibitors of Epstein-Barr LMP1-induced NF-kappaB reporter; 350,000 compounds, 0.69% hits; AID 504558; inhibition, % at 12.5 µM; LMP1-induced NF-kappaB luciferase reporter cells, luminescence; in the data active = inhibition above about 41%;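 note: 0% = neutral control wells and 100% = reference inhibitor control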
NR5A2 inv ag = NR5A2 inverse agonism in reporter assay; O00482; inhibition, % at 3.6 µM; 360,000 compounds, 0.13% hits; HEK293T StAR-luciferase reporter, LRH-1 transfected, 24 h; AID 602396;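 active = inhibition above the mean inhibition of all tested compounds plus 3 SD, cut at about 73% in these data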;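 note: 0% = DMSO wells and 100% = reporter-only cells lacking LRH-1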
Target sequence (O00482 whole entry, looked up): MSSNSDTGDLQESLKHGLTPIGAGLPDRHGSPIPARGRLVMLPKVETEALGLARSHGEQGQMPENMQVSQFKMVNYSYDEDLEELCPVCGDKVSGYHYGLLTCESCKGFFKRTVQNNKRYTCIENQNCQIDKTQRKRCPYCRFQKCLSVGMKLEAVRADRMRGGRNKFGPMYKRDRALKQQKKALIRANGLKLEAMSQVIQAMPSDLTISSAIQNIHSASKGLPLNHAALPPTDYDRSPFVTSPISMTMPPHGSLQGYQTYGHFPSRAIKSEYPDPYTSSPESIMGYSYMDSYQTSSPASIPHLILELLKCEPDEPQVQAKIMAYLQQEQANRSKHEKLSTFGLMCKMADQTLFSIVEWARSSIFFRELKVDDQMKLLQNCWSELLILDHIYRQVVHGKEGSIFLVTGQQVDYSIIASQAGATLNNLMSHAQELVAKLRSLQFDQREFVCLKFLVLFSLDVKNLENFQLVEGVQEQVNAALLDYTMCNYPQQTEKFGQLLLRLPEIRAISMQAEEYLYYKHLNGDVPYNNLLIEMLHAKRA
TROY signal inh = blocks TROY-dependent signaling in reporter cells | Q293 LMP1-TROYcd NF-kB luciferase reporter, 4 h | inhibition, % at 10 µM | 360,000 compounds, 0.98% hits;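 active = compounds whose plate-normalised and pattern-corrected inhibition of the luciferase reporter signal at the single screening dose is 50% or more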
NCOA3 inh = human NCOA3 inhibition. HEK293 GAL4-SRC3 luciferase reporter, luminescence. 360,000 compounds, 0.17% hits. Q9Y6Q9. inhibition, % at 3.6 µM. AID 588352;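 active = inhibition above a per-campaign cutoff, the mean of all compounds plus 3 SD, cut at about 60% in these data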;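 note: 0% = DMSO-treated cells and 100% = gossypol-treated cells at 36 µM; higher means less SRC3-driven luciferase light from the GAL4 reporter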
C8 TRAIL sens = sensitizes caspase-8 expressing cells to TRAIL; NB7+C8 cells + TRAIL, ATPlite viability luminescence; inhibition (viability loss, TRAIL sensitization), % at 10 µM; 360,000 compounds, 1% hits; AID 624354;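 active = compounds causing at least 50% loss of cell viability in the single-dose screen, relative to plate controls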
NCOA1 inh = inhibitors of human steroid receptor coactivator 1 (SRC1); Q15788; HEK293 GAL4-SRC1 luciferase reporter, luminescence; inhibition, % at 3.6 µM; 360,000 compounds, 0.12% hits; AID 588354;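 active = inhibition above the campaign mean plus 3 SD, with each screening campaign given its own cutoff, cut at about 60% in these data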;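 note: 0% = DMSO treated cells and 100% = gossypol at 36 µM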
* hit, by the source's call; x = no result given; & = joins results of further samples.

Below each compound – NOD2-RIPK2 inh, TLR9-MyD88 block, TWEAK-Fn14 inh, NCOA2 inhibitor, COUP-TFII inh, EBV LMP1 NFkB, NR5A2 inv ag, TROY signal inh, NCOA3 inh, C8 TRAIL sens, NCOA1 inh
O=c1oc2ccccc2c(NC2CCCCC2)c1NS(=O)(=O)c1ccc(F)cc1
    -16, 3, 12, 0, 3, 7, -1, -1, 0, -20, 6
CCOC(=O)C(Sc1cc(C)nc(N)n1)C(C)=O (stereo not drawn)
    1, 6, 7, -7, -1, -21, -1, 4, 17, 16, -5
NC(=O)c1cccc(-c2cccc3nccn23)c1
    2, x, -5, -1, 2, x, 2, -18, -5, -3, 0
COc1ccc(C(=O)NCCCCCC(=O)O)cc1OC
    0, 7, -1, -12, -1, 1, 2, -4, 13, -12, -18
CN(Cc1nc(-c2cccs2)no1)CC1(N2CCOCC2)CCCCC1
    -11, 4, 0, -6, -16, -9, 4, 13, 12, -21, -23
CN(CC(=O)Nc1cc(S(=O)(=O)N2CCCC2)ccc1Cl)Cc1ccc2c(c1)OCO2
    -16, 13, -12, 11, -8, 7, 16, 9, 3, 8, -42
O=C(CCC(=O)N1CCN(Cc2ccccc2)CC1)Nc1nnc(C2CCCCC2)s1
    -5, -7, -1, -27, -8, 2, -5, -6, -7, 6, -12
COc1ccc(CCNC(=O)c2oc3ccc(OC)cc3c2C)cc1
    -14, -1, -28, -16, 7, -4, 4, -15, -2, 1, -8
O=C(Nc1ccccn1)C1(c2ccccc2)CCCC1
    5, -7, -8, 17, 14, 0, 3, 0, 7, 0, -3
O=C(CN(Cc1ccccc1)S(=O)(=O)c1ccc(F)cc1)NCc1cccnc1
    -4, 9, -17, -1, 4, 4, 9, 15, 10, 5, -4
C#CCNC(=O)c1cc2c(Br)ccc(Br)c2nc1N
    -20, x, 6, 17, 8, x, -14, -13, x, 1, x
CC(=O)Nc1ccc(-c2csc(Nc3ccc(S(N)(=O)=O)cc3)n2)cc1
    -5, -16, 16, 8, -4, 4, -2, -12, 15, -1, -2
CCOc1nc(C)ccc1-c1noc(C)n1
    -6, -7, 7, -18, 1, 0, 0, -4, -12, -6, -2
O=C(Cn1cc(C(F)(F)F)cc(Cl)c1=O)NCC1COc2ccccc2O1 (stereo not drawn)
    -1, -1, -4, 8, 11, -1, -12, -10, -29, -16, -2
COc1cc(F)c(C2=CC(=O)C[C@H](c3ccc4c(c3)OCO4)C2)cc1F
    0, 5, -24, 1, 4, -7, 5, -12, -14, -4, 7
CC(C)(C)c1ccc(OCc2nc(-c3ccccn3)no2)c(Br)c1
    0, -1, 11, -39, -67, -19, -136, 30, -73, 7, -114
CCOC(=O)C1CCCN(S(=O)(=O)c2ccc(-n3cnnn3)c(C)c2)C1 (stereo not drawn)
    -11, -2, 15, 9, 10, 4, -9, -4, -21, 23, -36
O=C(CSc1nnc(Cn2c(=O)sc3ccccc32)n1CCc1ccccc1)N1CCOCC1
    -17, 0, 3, 8, 14, -10, 0, 19, -4, -5, -2
CCN(CC(=O)NCc1cccs1)C(=O)c1ccc(S(=O)(=O)N(C)C)cc1
    -2, -8, -18, 5, 2, -4, 11, 10, 24, -3, 9
Nc1nc2ccccc2n1/N=C/c1ccc(Br)cc1
    -7, -17, -1, -6, -30, -19, -62, -58, -32, 9, -37
FC(F)(F)c1ccccc1Cc1c(C2CCCCC2)nc2c3ccccc3ccn12
    -14, x, -7, -21, 12, x, 17, -2, 5, -1, 4
CC1CCCC(C)N1C(=O)COC(=O)CN1C(=O)c2ccccc2C1=O (stereo not drawn)
    5, -10, -9, 8, 3, 1, 22, 11, 22, -3, -4
CC[C@]12c3[nH]c4ccc(Cl)cc4c3CCN1C(=O)[C@@H](CC(=O)NCC13CC4CC(CC(C4)C1)C3)C[C@@H]2C(=O)N1CCN(C(=O)c2ccco2)CC1
    -8, -3, 44, 18, 9, 10, 0, 46, 13, 16, 6
Cc1cc(C(=O)CSc2nnc(N)s2)c(C)n1CCc1ccc(F)cc1
    -1, -4, 4, 12, 5, -7, 2, -19, -11, 8, 3
CC(C)(C)c1ccc(C(=O)N2CCC(C(=O)NCc3ccncc3)CC2)cc1
    10, -2, 6, x, x, -12, 2, -12, -7, 3, 4
O=C1c2cccnc2C(=O)N1Cc1ccco1
    6, -8, -9, -1, 10, 7, -4, -24, 9, -1, 5
COc1cc2nc(CN3CCN(S(=O)(=O)c4ccc(C)c(C)c4)CC3)[nH]c(=O)c2cc1OC
    -14, 3, 5, 13, -3, -3, -1, 4, -10, -7, 9
O=C1CC(c2ccc(S(=O)(=O)N3CCN(c4ccccc4)CC3)cc2)CN1 (stereo not drawn)
    -1, -16, -14, -13, 14, -9, 17, 5, 26, -12, 5
C=C(C)Cn1c(CCNC(=O)C(C)C)nc2ccccc21
    -14, -9, 10, -10, -14, -5, -2, 7, -1, -14, -2
O=C(COc1ccc(Cl)cc1)N1CCN(Cc2ccc3c(c2)OCO3)CC1
    -8&-1, -4&-9, -8&9, -11&7, 6&-2, 5&8, 24&-1, -4&12, 5&20, 8&-15, 9&24
O=C(NCCc1ccccc1F)C1CC(=O)N(c2cccc(C(F)(F)F)c2)C1 (stereo not drawn)
    0, 5, -4, -16, 9, -1, 4, 8, -6, -1, -12
COc1ccccc1Nc1ccc(S(=O)(=O)N2CCCCC2)cc1[N+](=O)[O-]
    2, 3, -6, 12, -9, -5, 4, 8, 21, 3, -5
CCCn1c(/N=C/c2cc(OC)ccc2O)nc2ccccc21
    2, -1, 12, 14, -8, -18, -17, 2, 21, 12, -22
Cc1ccc(-n2c(-c3cc(-c4ccco4)[nH]n3)n[nH]c2=S)c(Br)c1
    -26, -6, -3, -11, -9, 2, 7, -10, 9, -1, -3
Cc1cc(/C=N/Nc2ccc([N+](=O)[O-])cn2)c(C)n1-c1ccc(C(=O)O)cc1
    1, 6, -26, -43, -5, 3, -45, -23, -14, 3, -32
N#CC(C#N)=C1CCCc2sccc21
    -1, 0, 7, -21, 8, -16, 16, -8, -15, -10, -79
Cc1ccc(C(C(=O)NC2CCCCC2)N(CCC(C)C)C(=O)CNC(=O)c2ccco2)o1 (stereo not drawn)
    -2, -1, 8, -6, 14, 10, 16, 1, 8, -10, 3
COCCNC(=O)C1(C)CCCN(C(=O)c2ccc(C(F)(F)F)cc2)C1 (stereo not drawn)
    -11, x, -21, -9, 6, x, -6, -5, 12, -4, -1
Cc1cc(C)cc(N(CC(=O)N2CCN(c3ccccc3)CC2)S(=O)(=O)c2c(C)noc2C)c1
    -2, 9, -1, -2, -7, -7, 5, -2, 14, 0, 5
O=C(Nc1ccc(F)cc1)c1ccc(=O)[nH]n1
    2, 2, -1, -1, 1, 3, -18, 1, -12, 11, -11
COc1ccc(CC(=O)Nc2cc(C)on2)cc1OC
    3, 5, -1, -13, -12, -13, -17, -9, 9, 6, -12
Cc1ccc(-c2cnc(C(O)c3cccc(Cl)c3)[nH]2)cc1 (stereo not drawn)
    -1, x, -5, x, x, x, -50, -23, -17, 28, 1
Cc1c(CC(=O)N[C@@H](C)C(=O)O)c(=O)oc2c(C)c3occ(-c4ccccc4)c3cc12
    -13, -2, -16, 12, 16, -3, 23, -22, 6, 2, -6
CCOC(=O)C1(NC(=O)C2(N3C(=O)c4ccccc4C3=O)CCCC2)CCCC1
    -4, 5, 10, 13, 1, 7, 4, 5, 3, -5, 3
CC(C)n1ncc2c(C(=O)Nc3ccc(S(C)(=O)=O)cc3)cc(C3CC3)nc21
    8, 0, -3, -25, 11, -2, 26, 5, 1, 11, -6
CC(C)(C)Cc1c(-c2ccccc2)nc2ccc(Cl)cn12
    8, -5, -47, -3, 16, -10, 2, -53, -40, 5, 10
Cc1ccc2nc(NC(=O)CSCc3ccccc3)sc2c1
    -4, 4, -36, 9, -15, -21, -3, -56, -11, -11, -29
N#Cc1c(C#N)c(O)c2ccccc2c1O
    -1, -12, 15, -14, -1, 5, 7, 1, -11, 12, -14
NC(c1cccc(F)c1)c1nc(-c2ccc(Cl)cc2)cs1 (stereo not drawn)
    13, x, 1, -19, -3, x, 1, -40, -5, 15, -1
CN(C(=O)COc1cc(=O)n(C)c2ccccc12)c1ccc(Cl)cc1
    -4, 0, -15, 0, -6, -5, -4, -14, 10, -15, 0

Following part:
Below each compound – NOD2-RIPK2 inh, TLR9-MyD88 block, TWEAK-Fn14 inh, NCOA2 inhibitor, COUP-TFII inh, EBV LMP1 NFkB, NR5A2 inv ag, TROY signal inh, NCOA3 inh, C8 TRAIL sens, NCOA1 inh
COc1ccc(C2/C=C\CN(C(=O)Oc3ccc(C(F)(F)F)cc3)CC(=O)N2Cc2ccc(F)cc2)cc1 (stereo not drawn)
    -10, 3, 13, -5, 27, 10, -2, -20, 11, -1, 0
Cc1ccc(NC(=O)C2(C)CCN2C(=O)C2CCCCC2)cc1C (stereo not drawn)
    -7, x, 3, 11, 1, x, -15, 10, 12, -12, 5
CSc1ccccc1C(=O)N(CC1CCCO1)c1c(N)n(Cc2ccccc2)c(=O)[nH]c1=O (stereo not drawn)
    6, -5, -8, -1, 8, 6, 13, -9, 18, -2, 11
COc1cc(NS(=O)(=O)c2ccc(-n3cccn3)cc2)cc(OC)c1
    -12, -3, 21, x, x, -1, 12, 21, 4, -4, 20
CC1=C(C(=O)Nc2ccc(C)cc2)C(c2ccc(N(C)C)cc2)NC(=O)N1 (stereo not drawn)
    2, 7, 5, 7, -10, -4, -13, -20, 12, -12, -1
CC(c1nc2ccccc2c(=O)[nH]1)N1CCN(C)CC1 (stereo not drawn)
    -6, 0, 13, -6, 20, -4, 1, 11, -17, 3, -8
CCCC1CC(CSc2ncn[nH]2)OC1=O (stereo not drawn)
    1, -2, -7, -7, -13, 1, 0, -4, 8, -5, -11
CCCCCCCCCCCC(=O)N1CC(=O)NC(=O)C1
    -7, x, 3, 21, 0, -6, -6, -4, -9, 3, -1
CC(=O)N1CCOc2ccc(S(=O)(=O)Nc3ccc(C)cn3)cc21
    5, 5, 9, -5, -21, -9, 7, -9, 3, -13, 4
NC(=O)CSc1nnc(-c2ccc(S(=O)(=O)N3CCCC3)cc2)n1Cc1ccco1
    4, -5, 5, x, x, -2, -4, -14, -3, 12, 3
Cc1cc(C)c2oc(-c3cccc(N)c3)nc2c1
    2, -15, -13, -29, -55, -4, -62, -79, -73, 16, -95
COC(=O)c1cc(S(=O)(=O)N2CCN(c3ccccc3OC)CC2)cn1C
    -19, -6, -14, -10, 5, 1, -7, -11, -15, -3, -12
Cc1sc(Nc2ccc([N+](=O)[O-])cc2)nc1-c1c(C)n(C)n(-c2ccccc2)c1=O
    11, 6, 1, -11, -6, -11, -1, 8, 0, -2, -2
Cc1coc2cc3oc(=O)c4c(c3cc12)CCCC4
    -8, 10, -44, -18, -1, -2, 25, -23, -1, 7, -5
CCOC(=O)C1=C(COC(=O)/C=C/c2ccc(O)c(OC)c2)NC(=O)NC1C (stereo not drawn)
    -6, 3, 4, -17, -1, 4, -4, 17, 6, 2, 5
COc1ccc(N(C)S(=O)(=O)c2ccc(Cl)c(C(=O)NNC(=O)c3ccccc3O)c2)cc1
    0, -2, 10, -9, 7, 1, 4, -11, 13, 5, -3
Cc1cc(C(C)(C)C)ccc1Oc1cccc2c1S(=O)(=O)N(C1CCCC1)CC(COCc1ccccc1)O2 (stereo not drawn)
    -9, 3, 21, -18, -6, 16, 34, 2, 13, 2, 11

An excerpt. The share of hits here may be higher or lower than overall.
